VIM-2 inhibitor – VIM-2 metallo-beta-lactamase inhibitors, primary screen, biochemical, epi-absorbance readout, Pseudomonas aeruginosa enzyme. purified VIM-2, nitrocefin hydrolysis, epi-absorbance fluorescence. inhibition, % at 5.6 µM. actives 0.89% (n = 290,000). AID 1527, 2009;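 active = inhibition above the mean of all tested compounds plus 3 SD, cutoff set per screening run, cut at about 7.5% in these data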;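 note: red hydrolysis product quenches plate fluorescence so inhibitors raise well fluorescence; 0% = enzyme with DMSO and 100% = DMSO without enzyme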
IDE inh – human IDE inhibitors in live cells, primary screen, fluorescence polarization, HEK cells, FAbetaB substrate | AID 434962, 2010 | inhibition, % at 5.59 µM | FAbetaB cleavage | Insulin-degrading enzyme (Homo sapiens), P14735 | actives 0.41% (n = 320,000);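 active = percent inhibition above the average of all tested compounds plus 3 SD, set per screening campaign, cut at about 16% in these data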;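 note: IDE supplied by intact live HEK cells; FP after avidin binding of uncleaved biotin substrate so inhibition keeps polarization high; 0% = DMSO wells and 100% = 60 µM reference IDE inhibitor Ii1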
IDE cell activ – human IDE activators in live cells, primary screen, fluorescence polarization, HEK cells, FAbeta-B substrate; Insulin-degrading enzyme (Homo sapiens), P14735; FAbeta-B cleavage; 0% vehicle, 100% cell-free pure enzyme wells; activation, % at 5.96 µM; actives 0.073% (n = 340,000);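 active = activation above the mean of all tested compounds plus 3 SD, set per screening campaign, cut at about 17% in these data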
IMP-1 inhibitor – IMP-1 metallo-beta-lactamase inhibitors, primary screen, biochemical, epi-absorbance readout, Pseudomonas aeruginosa enzyme; actives 0.45% (n = 290,000); inhibition, % at 5.6 µM; metallo-beta-lactamase IMP-1 (Pseudomonas aeruginosa); purified IMP-1, nitrocefin hydrolysis, epi-absorbance fluorescence;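 active = inhibition above the mean plus 3 SD of all compounds in the same screening run, cut at about 4.5% in these data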;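 note: 0% = IMP-1 with DMSO and 100% = DMSO wells lacking enzyme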
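Test system: recombinant IMP-1 enzyme, purified / Medium: HEPES buffer pH 7.1 with ZnSO4 and Brij 35 / Doses: single dose, 5.6 µM / Times: 25 °C, 15 min preincubation, 25 min reaction / Detection: Epi-absorbance via hydrolysed-nitrocefin quenching of white-plate fluorescence, 480/530 nm, EDTA stop / Evaluation: percent inhibition from optical density relative to buffer-blank wells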
HCV NS3 hel inh – inhibitors of HCV NS3 helicase, primary screen, biochemical, Cy5 molecular beacon fluorescence. Hepatitis C virus NS3 helicase. NS3 helicase DNA unwinding. inhibition, % at 10.9 µM. actives 0.56% (n = 290,000). AID 1800, 2009;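 active = inhibition above the mean of all tested compounds plus 3 SD, set per campaign, cut at about 35% in these data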;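 note: 0% = DMSO wells and 100% = thioflavine S control wells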
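Control set: DMSO versus 110 µM thioflavine S; Material: NS3 helicase fragment of HCV; Measured by: Cy5 fluorescence at 0 and 60 min, beacon hairpin quenching; Read-out basis: percent inhibition from t60/t0 fluorescence ratio; Times: reaction time 60 min, 25 °C; Repeats: single replicate; Compound dosing: single dose, 10.9 µM nominal final, DMSO 0.8% final.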
DNA FID counter – compounds displacing fluorescent DNA intercalator, primary screen, artefact control for HCV NS3 helicase inhibitor project, biochemical, FID fluorescence; inhibition, % at 7.9 µM; actives 0.17% (n = 290,000); DNA fluorescent intercalator displacement; in the data active = inhibition above about 37%;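 note: 0% = vehicle and 100% = reference compound; higher means more ethidium bromide displaced from hairpin DNA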
pCIP destab – p/CIP-EGFP fusion destabilizers, primary screen, fluorescence, F442A cells; Q05BA5; 16 h; decrease of EGFP signal, % at 10 µM; actives 0.01% (n = 290,000);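 active = EGFP signal decrease of at least 30% at 10 µM or well 3 SD below plate mean, unless failing retest; inactive = the rest, including hits failing retest or dose response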; note: some compounds called inactive have numbers as strong as hits; many of its hits are not listed in these tables
Target sequence (Q05BA5 1-1403): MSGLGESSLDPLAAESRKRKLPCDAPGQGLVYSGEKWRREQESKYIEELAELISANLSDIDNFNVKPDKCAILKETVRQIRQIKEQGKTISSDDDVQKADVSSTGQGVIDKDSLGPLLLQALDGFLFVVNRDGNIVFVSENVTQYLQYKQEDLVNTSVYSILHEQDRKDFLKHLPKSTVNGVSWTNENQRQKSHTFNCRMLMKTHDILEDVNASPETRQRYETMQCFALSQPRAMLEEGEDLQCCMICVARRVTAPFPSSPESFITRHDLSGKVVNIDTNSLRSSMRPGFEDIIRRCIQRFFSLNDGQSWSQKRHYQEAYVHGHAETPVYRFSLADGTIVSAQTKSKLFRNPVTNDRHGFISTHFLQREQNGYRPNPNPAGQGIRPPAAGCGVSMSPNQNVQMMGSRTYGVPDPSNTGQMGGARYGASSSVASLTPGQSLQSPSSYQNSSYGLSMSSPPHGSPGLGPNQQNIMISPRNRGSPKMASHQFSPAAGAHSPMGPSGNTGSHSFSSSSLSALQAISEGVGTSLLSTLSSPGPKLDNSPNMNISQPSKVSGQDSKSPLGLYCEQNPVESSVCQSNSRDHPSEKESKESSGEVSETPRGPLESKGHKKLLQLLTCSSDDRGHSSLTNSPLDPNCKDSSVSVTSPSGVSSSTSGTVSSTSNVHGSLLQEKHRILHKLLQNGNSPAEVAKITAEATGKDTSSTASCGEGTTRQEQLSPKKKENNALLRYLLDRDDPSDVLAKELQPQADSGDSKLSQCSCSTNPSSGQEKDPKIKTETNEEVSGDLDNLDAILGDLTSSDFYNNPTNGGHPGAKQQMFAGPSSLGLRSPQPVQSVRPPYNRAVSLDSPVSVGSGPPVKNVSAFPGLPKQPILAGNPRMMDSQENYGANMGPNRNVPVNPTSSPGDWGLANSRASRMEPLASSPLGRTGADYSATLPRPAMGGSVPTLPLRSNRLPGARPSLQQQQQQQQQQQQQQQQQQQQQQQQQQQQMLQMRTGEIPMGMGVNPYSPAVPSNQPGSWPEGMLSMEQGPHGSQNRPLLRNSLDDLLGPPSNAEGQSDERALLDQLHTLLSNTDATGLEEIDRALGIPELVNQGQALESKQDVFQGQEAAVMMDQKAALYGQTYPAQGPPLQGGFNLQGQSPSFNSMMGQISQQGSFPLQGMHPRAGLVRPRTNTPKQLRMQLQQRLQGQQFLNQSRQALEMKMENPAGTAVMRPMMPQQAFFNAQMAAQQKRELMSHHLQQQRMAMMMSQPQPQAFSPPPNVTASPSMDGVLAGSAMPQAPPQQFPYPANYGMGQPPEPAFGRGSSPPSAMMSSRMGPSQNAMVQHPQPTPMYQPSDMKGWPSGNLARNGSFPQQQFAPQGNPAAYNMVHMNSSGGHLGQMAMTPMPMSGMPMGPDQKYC
SUMO HTRF inh – inhibitors of in vitro SUMOylation cascade, primary screen, biochemical, HTRF, uHTS | SUMO-conjugating enzyme UBC9 (Homo sapiens), P63279 | HTRF SUMOylation assay, SAE1/SAE2 + UBC9 | inhibition, % at 35 µM | actives 0.36% (n = 290,000) | AID 2006, 2009; in the data active = inhibition above about 50%, passing the limit was not always enough; note: strong numbers were not always called active
M18AAP inhibitor – PfM18AAP inhibitors, malaria aminopeptidase, primary screen, biochemical, QFRET, recombinant enzyme. M18 aspartyl aminopeptidase (Plasmodium falciparum 3D7). H-Glu-NHMec fluorogenic cleavage. inhibition, % at 7.35 µM. actives 1.2% (n = 290,000). AID 1822, 2009;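 active = inhibition above the campaign mean inhibition over all tested compounds plus 3 SD, cut at about 28% in these data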;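 note: 0% = plate median of test compound wells and 100% = 2 mM ZnCl2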
The depositor's hits bear a star; / = not tested or not shown.

SMILES	VIM-2 inhibitor	IDE inh	IDE cell activ	IMP-1 inhibitor	HCV NS3 hel inh	DNA FID counter	pCIP destab	SUMO HTRF inh	M18AAP inhibitor
CC(C)[C@H](NC(=O)c1ccco1)C(=O)OCC(=O)Nc1ccc(F)cc1	-3.1	8	5	-2.0	1	-9	2	3	-2
Cc1ccc(-n2c(C)cc(C(=O)CSc3n[nH]c(N)n3)c2C)cc1	-1.9	0	3	-3.8	6	-18	-7	-17	2
Cc1ccc(SCCC(=O)N2CCC(C(N)=O)CC2)cc1	-3.2	10	7	-4.5	0	-1	-8	28	5
O=C(CSc1nnc(CNC(=O)c2c(F)cccc2Cl)o1)NC1CCCC1	-3.2	-1	0	-2.6	2	-7	-6	-1	1
CC1(C)NC(=O)N(CC(=O)N2CCC(Cc3ccccc3)CC2)C1=O	-3.2	1	1	-2.0	6	-13	12	26	1
Cc1ccc2nc(SCC(=O)Nc3ccc4c(c3)CCC4)[nH]c2c1	-2.5	0	-2	-0.8	-5	-8	-21	-34	-8
O=C(NCCc1ccccc1)C1CCC(CNS(=O)(=O)c2cccs2)CC1 (stereo unspecified)	0.4	-4	6	0.7	-8	-37	2	9	-3
Cc1nc2ccccn2c1/C(O)=C1\C(=O)C(=O)N(CCN2CCOCC2)C1c1cccnc1 (stereo unspecified)	3.5	-1	-1	2.5	-6	1	-7	1	0
O=C(Cn1c2ccccc2c2nc3n(c(=O)c21)CCS3)N1CCCC1	-3.3	8	-3	-2.1	2	-13	-15	/	1
Cc1cc(C)nc(SCC(=O)Nc2nccs2)n1	-4.6	1	-6	-0.2	4	1	8	-9	-2
NS(=O)(=O)c1cccc(NC(=O)CCC(=O)c2cccs2)c1	-2.9	1	3	-1.3	-18	-3	-4	6	-2
CCOC(=O)C1CCCN(c2c(NCCCN(C)c3ccccc3)c(=O)c2=O)C1 (stereo unspecified)	-1.2	2	5	-3.2	3	-14	-4	15	-4
FC(F)Sc1ccc(NC2=NCCCCC2)cc1	-1.6	0	2	-2.3	-8	-4	-9	23	-7
COCc1nnc(NC(=O)CSc2ccccc2)s1	-2.0	-6	0	-2.8	-8	1	-5	0	-2
COc1ccc(C(=O)N/C(=C\c2cn(S(=O)(=O)N(C)C)c3ccccc23)C(=O)NCCN2CCOCC2)cc1	-4.3	1	3	-1.1	-66	24	-1	2	5
Cc1cc(=O)[nH]c(SCC(=O)NNC(=O)Cc2ccccc2)n1	-1.2	-6	7	-1.6	-8	-3	6	-12	36*
Fc1ccc(-n2c(-c3ccco3)n[nH]c2=S)cc1	1.6	/	-4	-1.9	17	-18	-9	9	16
CC(C)CCn1c(COc2ccccc2)nn(CCC#N)c1=S	0.4	-4	-3	-1.1	-10	-22	-1	-6	4
O=C(NCCCc1ccccc1)Nc1ccccc1	-3.0	-3	-1	-1.1	3	-3	-14	9	-9
CCN(Cc1ccccc1)Cc1ccc(OCc2ccccc2)cc1	0.3	3	-2	-0.6	-48	23	-2	-8	-7
CN(C)Cc1n[nH]c(=O)c2ccccc12	-2.1	3	1	-4.0	12	0	-6	6	-2
Cc1ccc(OCCCCN(C)Cc2ccccc2)c(Br)c1	-2.1	-7	8	0.1	-43	13	-8	-12	0
O=C(c1cccc(-c2ccco2)c1)N1CCCC(N2CCN(c3ccc(F)cc3)CC2)C1 (stereo unspecified)	-1.4	4	-2	-0.1	-17	-25	-5	11	-7
Cc1ccc(-n2ncc(N(C)C)c(Cl)c2=O)cc1	-0.1	-3	2	-1.9	4	-8	-8	9	-3
O=[N+]([O-])c1ccc(S(=O)(=O)Nc2ccc(S(=O)(=O)N3CCCC3)cc2)cc1	-1.5	2	-1	-2.5	2	-10	-12	6	10
Cc1ccc(NC(=O)Cn2c(-c3ccc(F)cc3)cnc2SCC(=O)Nc2c(C)cccc2C)cc1	-1.3	-2	3	-3.2	8	-1	-17	19	0
O=C1c2sc3nc4c(c(=O)n3c2C(=O)N1c1ccccc1)CCC4	-0.6	1	4	-1.8	0	0	-17	12	6
CC(=O)Nc1cccc(-c2csc(Nc3ncccn3)n2)c1	-1.6	/	/	-3.8	1	-3	-10	11	-3
COC(=O)CCN(C(=O)c1ccc([N+](=O)[O-])cc1)c1ccccn1	-3.5	-4	-1	-5.2	20	-10	-16	-25	2
CN(C)CCCN(C(=O)c1cccs1)c1nc2cc3c(cc2s1)OCO3	-2.2	-6	6	-4.2	-26	7	-2	18	0
CC(CN1C(C)CCCC1C)OC(=O)c1ccc(Cl)cc1Cl (stereo unspecified)	-2.3	0	-3	-2.3	-15	22	-8	-3	10
CC(=O)Nc1ccc2nc(CN3CCC(CO)(CCc4ccccc4)CC3)ccc2c1	-5.3	2	3	-6.1	-2	5	-8	14	-5
Cc1ccc(NC(=O)c2cc(-c3cccs3)nc3ccccc23)nc1	-2.1	1	0	-3.6	-11	-12	10	7	1
Cc1ccc(NS(=O)(=O)c2cc(C(=O)N3CCCC3)ccc2C)cc1C	-3.1	2	3	-1.6	1	-27	-12	10	7
COCCCNCC(=O)c1c(N)n(Cc2ccccc2)c(=O)n(C)c1=O	-2.7	3	3	-2.1	0	4	4	25	0
CSc1ccccc1OCc1cc(C(=O)N2CCNC(=O)C2)no1	-3.4	-1	3	-1.3	18	-18	-2	7	-3
COc1ccc2c(COC(=O)c3cccc(S(=O)(=O)NCC(C)C)c3)cc(=O)oc2c1	-2.8	-4	6	-0.2	-15	-29	-2	6	-2
CCOC(=O)C1=C(O)C(=O)N(Cc2ccc(C(C)(C)C)cc2)CC1	0.0	-3	-4	-4.0	10	-28	-11	-7	-6
CC(C)CN(C(=O)COC(=O)c1c2c(nc3ccccc13)CCC2)c1c(N)n(Cc2ccccc2)c(=O)[nH]c1=O	1.5	1	8	-1.0	-11	-30	-6	-8	6
Clc1ccc(-c2nnc(NCCN3CCCC3)c3ccccc23)cc1	4.2	2	-6	-1.1	-43	6	-1	12	5
OCCNCCCCCOc1ccc(F)cc1	-2.5	-2	-3	-4.9	0	16	-8	3	-15
CCCC(=O)c1c(NC)cc(C)oc1=O	0.3	-2	2	-1.9	-3	-2	-9	-17	-10
COC(=O)C(Cc1ccccc1)NC(=O)CNS(=O)(=O)c1ccc(Br)cc1 (stereo unspecified)	-3.3	0	11	-2.1	-3	-26	9	-11	8
COc1cccc(NC(=O)COC(=O)c2c(F)cccc2F)c1	0.6	-1	2	-0.1	3	-15	-28	1	-15
COc1cc(CNCCCN2CCOCC2)ccc1OCC(=O)Nc1cccc(C(F)(F)F)c1	1.1	2	2	-1.3	-38	35	-12	4	3
Cc1cccc(NC(=O)CCN2C(=O)C3C4CCC(C4)C3C2=O)c1C (stereo unspecified)	-0.6	-2	-4	-2.6	4	-6	-10	-5	5
Cc1ccc(S(=O)(=O)NCCCC(=O)C=[N+]=[N-])cc1	2.5	-1	-2	0.2	2	-12	-5	14	-13
COc1ccc(CN(CCC(c2ccc(F)cc2)C2CCOC(C)(C)C2)C(=O)c2ccco2)cc1 (stereo unspecified)	0.8	5	-7	-0.9	-11	-27	-16	5	1
Cc1ccccc1NC(=O)c1cc(S(=O)(=O)N2CCOCC2)ccc1F	-3.4	-4	8	-2.4	2	0	-3	-21	-1
CS(=O)(=O)N(CC(=O)NCc1cccnc1)Cc1ccc(Cl)cc1	-2.2	-1	-6	-1.9	0	-4	1	3	3
Cc1nn(C)c(-c2n[nH]c(=S)n2Cc2ccco2)c1Cl	0.3	13	1	-1.7	15	-17	-1	5	15
COc1ccc(C(=O)NCCNc2nc3cc(C)c(C)cc3cc2C)cc1	2.4	6	4	-1.6	-67	25	-15	-8	6
COc1ccc(-c2noc(CNC(=O)c3ccc4c(c3)OCO4)n2)cc1OC	-1.6	2	-1	-5.3	5	-18	3	12	3
CSc1nnc(C(C)(C)C)c(=O)n1/N=C/c1ccccc1O	-2.6	-1	7	-2.0	5	-3	2	-2	-10
C/C(=N\NC(=O)C1CCCC1)c1ccc(C(C)C)cc1	-4.7	-2	6	-2.9	-4	-28	-12	1	-2
Cc1ccc(OCCOCCn2ccnc2)c(Br)c1	0.0	4	-4	-1.6	-6	14	-7	-5	-2
O=c1oc2cc(Oc3ccc(C(F)(F)F)cc3[N+](=O)[O-])ccc2c2c1CCC2	1.1	4	3	-1.8	4	-1	-1	-3	-6
CCc1ccc(C2=NN(CCC(=O)NC3CC3)C(=O)CC2)cc1	1.5	-14	/	-1.9	8	-9	0	5	-11
Cc1noc(C)c1COc1ccc(C(=O)OCC(=O)NCc2ccccc2Cl)cc1	0.7	-4	-1	-2.0	-6	-27	-5	-2	-1
Cc1cc(C)c2nc(N3CCC(C(=O)N4CCN(c5ncccn5)CC4)CC3)sc2c1	-2.8	2	-9	-4.0	2	-10	6	-11	0

Continued.
SMILES	VIM-2 inhibitor	IDE inh	IDE cell activ	IMP-1 inhibitor	HCV NS3 hel inh	DNA FID counter	pCIP destab	SUMO HTRF inh	M18AAP inhibitor
Cc1cccc(CNc2ccc(C(CC(N)=O)NC(=O)Cc3cccc4ccccc34)cc2[N+](=O)[O-])c1 (stereo unspecified)	/	-5	-2	/	/	/	-2	41	/
CC1=C(C(=O)N2CCCC(N3CCN(c4ccccc4F)CC3)C2)OCCO1 (stereo unspecified)	-2.7	4	1	-3.8	1	-16	12	-1	-4
O=S(=O)(NCc1ccccc1)c1ccc(Br)c2nsnc12	-2.4	-2	-3	-2.1	7	-2	5	9	4
Cn1c(Cc2cccc3ccccc23)nnc1SCC(=O)N1CCN(c2ccccc2)CC1	-0.8	14	-16	-1.5	-11	-44	-8	19	7
COc1ccccc1CN1CCCC(N2CCN(c3ccc(F)cc3)CC2)C1 (stereo unspecified)	-0.3	5	4	-2.7	5	7	0	9	-1
CC(C)Cn1c(=O)c2c(nc3n2CCCN3Cc2ccccc2)n(C)c1=O	-0.4	6	-1	-2.3	-6	-27	10	-14	5
COC(=O)c1cc(OC)c(OC)cc1NC(=O)c1c(C)noc1C	-0.7	/	/	-5.3	-3	0	/	/	5
COc1ccc(NC(=O)c2ccc(S(=O)(=O)N3CCOCC3)cc2)c(OC)c1	-1.8	-5	0	-1.9	-5	-13	-7	1	-1
CCOC(=O)c1nnc2c(Br)c(-c3ccccc3)nn2c1C	-1.3	3	4	-0.3	6	1	-1	-25	3

High-throughput results as filed in PubChem.
